Assay outcomes (PubChem)
FXIa inh mix – blocks human factor XIa in pooled compound mixtures; purified FXIa, fluorogenic substrate; inhibition, % at 5 µM; actives 0.19% (n = 62,000);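 also: each value is inhibition by a whole ten-compound pool holding the compound; 0% = enzyme with no mixture and 100% = wells lacking enzyme; strong numbers were not always called active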
Target sequence (P03951 19-387 limits assumed): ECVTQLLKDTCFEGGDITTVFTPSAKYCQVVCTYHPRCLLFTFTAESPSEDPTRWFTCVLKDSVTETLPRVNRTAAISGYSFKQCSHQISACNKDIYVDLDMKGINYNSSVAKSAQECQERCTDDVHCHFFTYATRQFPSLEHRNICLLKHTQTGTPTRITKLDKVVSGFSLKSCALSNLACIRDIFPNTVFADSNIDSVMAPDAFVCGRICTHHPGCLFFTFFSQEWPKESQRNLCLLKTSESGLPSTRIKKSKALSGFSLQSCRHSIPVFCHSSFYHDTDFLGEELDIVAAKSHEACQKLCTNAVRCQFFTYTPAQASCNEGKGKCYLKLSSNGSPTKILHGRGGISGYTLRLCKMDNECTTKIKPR
Target sequence (P03951 388-625 limits assumed): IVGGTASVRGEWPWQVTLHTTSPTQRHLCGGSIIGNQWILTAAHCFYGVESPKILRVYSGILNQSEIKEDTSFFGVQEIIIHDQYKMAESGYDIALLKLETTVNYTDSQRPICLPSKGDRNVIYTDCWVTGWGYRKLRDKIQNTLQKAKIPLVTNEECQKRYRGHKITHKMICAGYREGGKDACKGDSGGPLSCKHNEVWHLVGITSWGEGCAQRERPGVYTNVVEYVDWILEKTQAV
CatL block – inhibitors of human cathepsin L; P07711; purified cathepsin L, fluorogenic substrate, fluorescence; inhibition, %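 (tested at 10 µM)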; actives 0.17% (n = 58,000); AID 460; in the data active = inhibition above about 45%;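 also: 0% = enzyme with no compound and 100% = no enzyme blank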
CatS inh – inhibitors of human cathepsin S | P25774 | recombinant cathepsin S, AMC dipeptide fluorescence, pooled mixtures | inhibition, %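 (tested at 5 µM per compound within 10-compound mixtures)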 | actives 0.06% (n = 62,000); in the data active = inhibition above about 32%, passing the limit was not always enough;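 also: 0% = enzyme without compound and 100% = blank without enzyme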
Target sequence (P25774 115-331 limits assumed): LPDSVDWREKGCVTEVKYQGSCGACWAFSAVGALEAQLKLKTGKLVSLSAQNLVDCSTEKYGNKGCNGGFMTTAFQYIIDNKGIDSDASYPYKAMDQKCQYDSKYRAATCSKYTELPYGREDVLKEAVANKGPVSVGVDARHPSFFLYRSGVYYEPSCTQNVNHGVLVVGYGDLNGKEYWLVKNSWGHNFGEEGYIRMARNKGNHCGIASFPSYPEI
CatB mixtures – inhibitors of human cathepsin B in compound mixtures; AID 488; P07858; actives 0.06% (n = 62,000); Purified cathepsin B, AMC dipeptide fluorescence; inhibition, %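 (ten-compound pools at 5 µM per compound and 50 µM total)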; in the data active = inhibition above about 22%, passing the limit was not always enough;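 also: 0% = enzyme without compound and 100% = no enzyme blank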
C1s block – blocks human complement C1s protease activity | purified C1s, fluorogenic AMC substrate, pooled mixtures | mean inhibition % of two 10-compound mixtures (stronger effect = higher value), % at 5 µM (by protocol) | actives 0.16% (n = 62,000);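 active = inhibition above 20% in each of the two 10-compound mixture wells holding the compound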;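 also: 0% = enzyme wells lacking compound mixture and 100% = no-enzyme blank wells; some compounds called inactive have numbers as strong as hits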
CatB block – inhibitors of human cathepsin B; inhibition, %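 (tested at 10 µM)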; actives 0.1% (n = 63,000); purified cathepsin B, fluorogenic substrate, fluorescence; P07858; AID 453; in the data active = inhibition above about 21%;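 also: 0% = enzyme with no compound and 100% = no enzyme blank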
Cathepsin G inh – blocks human cathepsin G enzyme activity | actives 0.2% (n = 62,000) | purified enzyme, AMC-tetrapeptide fluorescence, pooled mixtures | inhibition, % at 5 µM (by protocol);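 active = inhibition above 20% in each of the two mixture wells holding the compound; inactive = inhibition of 20% or less in either well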;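 also: 0% = enzyme control without mixture and 100% = blank lacking enzyme; strong numbers were not always called active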
Target sequence (P08311 21-244 limits assumed): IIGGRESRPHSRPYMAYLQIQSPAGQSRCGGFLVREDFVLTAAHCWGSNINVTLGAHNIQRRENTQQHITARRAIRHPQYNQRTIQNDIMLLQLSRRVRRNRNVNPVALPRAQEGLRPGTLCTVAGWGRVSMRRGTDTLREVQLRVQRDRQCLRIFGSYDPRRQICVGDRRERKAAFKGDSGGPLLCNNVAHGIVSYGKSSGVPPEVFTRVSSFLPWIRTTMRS
FXIIa inh mix – blocks human factor XIIa in pooled compound mixtures. P00748. inhibition, % at 5 µM. purified FXIIa, fluorogenic substrate. actives 0.2% (n = 62,000);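 also: 0% = enzyme without compound and 100% = no enzyme blank; some results filed as inactive read as strong as hits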
AP complement – orthogonal test for alternative complement pathway inhibitors | Human serum alternative complement pathway, LPS-coated ELISA, C3 deposition; tested in compound mixtures | inhibition, % at 5 µM | actives 0.08% (n = 62,000);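 active = inhibition above 30% in each of the two pooled mixtures holding the compound, so the lower value exceeds 30%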;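 also: 0% = serum in Mg-EGTA without compound and 100% = EDTA serum blank; some compounds past the cut are filed as inactive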
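Test system – human serum alternative complement pathway, C3 deposition on LPS-coated wells · Buffer or medium – diluted human serum in Mg2+-EGTA GVB++ · Compound dosing – 5 µM each compound, pools of ten, 50 µM per pool · Schedule – 1 h serum-compound exposure at 37 °C · Measured by – Anti-C3 ELISA, OD 450 nm · Read-out basis – percent inhibition of C3 deposition onto LPS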
* = called active by the depositor. Rule as the data show it, unless noted: active = inhibition above about 20% (passing the limit was not always enough); inactive = the rest. Not all compounds are listed; the hit share may differ from the screen's.

`CCCc1[nH]nc2c1C(c1ccc(OC)c(Cn3nc(C)c(Br)c3C)c1)C(C#N)=C(N)O2` (centres undefined) gave FXIa inh mix 5, CatL block 7, CatS inh -2, CatB mixtures 0, C1s block -26, CatB block -5, Cathepsin G inh -2, FXIIa inh mix 9 and AP complement 6.
For CCOC(=O)C1C(=O)CC(C)(O)C(C(=O)OCC)C1c1cccc(OC(F)(F)C(F)F)c1 (centres undefined) the results were FXIa inh mix 6, CatS inh -4, CatB mixtures -2, C1s block -7, CatB block -1, Cathepsin G inh -5, FXIIa inh mix 3 and AP complement 6.
Screening O=C(CSc1nnc(COc2cccc3cccnc23)o1)c1ccc(F)cc1 returned FXIa inh mix 7, CatL block 5, CatS inh -1, CatB mixtures 4, C1s block 19, CatB block 4, Cathepsin G inh 13, FXIIa inh mix -11 and AP complement 8.
For COc1nc(NC(C)(C)C)nc(Oc2ccc(=O)n(-c3ccccc3)n2)n1 the results were FXIa inh mix 10, CatL block 2, CatS inh -5, CatB mixtures -1, C1s block -4, CatB block 1, Cathepsin G inh 8, FXIIa inh mix -5 and AP complement -2.
`N#CCCNC(=O)CCN1CCOCC1` gave FXIa inh mix 6, CatL block 7, CatS inh -14, CatB mixtures 0, C1s block 13, CatB block 2, Cathepsin G inh 9, FXIIa inh mix 1 and AP complement 9.
`COc1cc(C2C3=C(CC(C)(C)CC3=O)Nc3c2c(=O)[nH]c(=O)n3Cc2ccccc2)ccc1O` (centres undefined) gave FXIa inh mix 1, CatL block -1, CatS inh -10, CatB mixtures 2, C1s block -7, CatB block 2, Cathepsin G inh 5, FXIIa inh mix -21 and AP complement 0.
`O=C1CCC(=O)N1CN(C(=O)c1ccco1)c1ccccc1` gave FXIa inh mix -1, CatL block 3, CatS inh 5, CatB mixtures 1, C1s block -11, CatB block -3, Cathepsin G inh -4, FXIIa inh mix -2 and AP complement -8.
O=C(c1cccs1)n1nc(-c2ccccc2)nc1NCc1ccco1 was read as FXIa inh mix 4, CatL block 11, CatS inh 3, CatB mixtures 4, C1s block 4, CatB block 2, Cathepsin G inh 13, FXIIa inh mix 4 and AP complement 14.
For O=C(Cn1c(=O)c2c(ncn2Cc2ccccc2)n(Cc2ccccc2)c1=O)N1CCCC1 the results were FXIa inh mix 2, CatL block 6, CatS inh -1, CatB mixtures 6, C1s block 11, CatB block 3, Cathepsin G inh 10, FXIIa inh mix -3 and AP complement 7.
For Cc1cc(=O)n2[nH]c(COc3ccccc3)nc2n1 the results were FXIa inh mix 5, CatL block 9, CatS inh -6, CatB mixtures 2, C1s block 11, CatB block -2, Cathepsin G inh -7, FXIIa inh mix 2 and AP complement -2.
For COc1ccc(CNC(=O)c2ccc(NS(=O)(=O)c3c(C)noc3C)cc2)cc1 the results were FXIa inh mix 3, CatL block 11, CatS inh 1, CatB mixtures 7, C1s block 3, CatB block -2, Cathepsin G inh 0, FXIIa inh mix -21 and AP complement 19.
For O=S(=O)(c1ccc(F)cc1)N1CCN(c2ncnc3c2cnn3-c2ccccc2)CC1 the results were FXIa inh mix -8, CatS inh 12, CatB mixtures -3, C1s block -22, CatB block 4, Cathepsin G inh 5, FXIIa inh mix 2 and AP complement -1.
Screening Cc1cccc(N(Cc2nnc3n2CCCCC3)C(=O)Nc2ccccc2)c1 returned FXIa inh mix 8, CatL block -7, CatS inh -6, CatB mixtures -2, C1s block -4, CatB block -3, Cathepsin G inh -3, FXIIa inh mix 10 and AP complement 19.
Cc1c(CCC(=O)O)c(=O)oc2cc3occ(-c4ccc(F)cc4)c3cc12 was read as FXIa inh mix -3, CatL block 0, CatS inh 14, CatB mixtures -2, C1s block -20, CatB block -1, Cathepsin G inh -7, FXIIa inh mix -3 and AP complement 2.
For COc1cc(NC(=O)C2CC(c3cccc(OC)c3OC)=NO2)cc(OC)c1OC (centres undefined) the results were FXIa inh mix 0, CatL block 4, CatS inh 7, CatB mixtures 0, C1s block -11, CatB block 0, Cathepsin G inh -7, FXIIa inh mix 3 and AP complement -8.
For COc1ccccc1OCc1ccc(C(=O)N2CCN(C(=O)c3ccco3)CC2)cc1 the results were FXIa inh mix 5, CatL block 2, CatS inh -1, CatB mixtures 5, C1s block -1, CatB block 4, Cathepsin G inh -1, FXIIa inh mix 0 and AP complement 3.
Screening CCOc1ccc(-c2cn(CCC#N)cn2)cc1 returned FXIa inh mix 5, CatL block 12, CatS inh -4, CatB mixtures 0, C1s block 10, CatB block 3, Cathepsin G inh 8, FXIIa inh mix 0 and AP complement -12.
Screening Cn1c(-c2ccc3c(c2)OCO3)cnc1NCc1cccc(Cl)c1 returned FXIa inh mix 5, CatL block 4, CatS inh 16, CatB mixtures 5, C1s block -14, CatB block 7, Cathepsin G inh -4, FXIIa inh mix -17 and AP complement -1.
`COc1ccc(N2C(=O)NC3CC2(C)Oc2ccccc23)cc1OC` (centres undefined) gave FXIa inh mix 14, CatL block -7, CatS inh -5, CatB mixtures 4, C1s block 2, CatB block -8, Cathepsin G inh 0, FXIIa inh mix 20 and AP complement 18.
For CC(=O)Nc1nnc(SCC(=O)NCC2CCCO2)s1 (centres undefined) the results were FXIa inh mix 1, CatL block 22, CatS inh 20, CatB mixtures 4, C1s block -6, CatB block 7, Cathepsin G inh -4, FXIIa inh mix 12 and AP complement -17.
COc1cc(C(=O)O)cc(Br)c1OC1CCCC1 was read as FXIa inh mix -1, CatL block -3, CatS inh -4, CatB mixtures 2, C1s block 6, CatB block 1, Cathepsin G inh 1, FXIIa inh mix 6 and AP complement 20.
`COCc1cc(=O)[nH]c(Nc2nc3ccccc3o2)n1` gave FXIa inh mix 14, CatL block -11, CatS inh 6, CatB mixtures -1, C1s block 4, CatB block 2, Cathepsin G inh 11, FXIIa inh mix 7 and AP complement 0.
For Cc1cc(C(=O)N2CCN(c3ncccn3)CC2)c2cc(F)ccc2n1 the results were FXIa inh mix -3, CatL block 7, CatS inh 18, CatB mixtures 1, C1s block 1, CatB block -1, Cathepsin G inh -3, FXIIa inh mix 4 and AP complement -4.
CCC/C(O)=C1\C(=O)CC(C)(C)CC1=Nc1ccccc1OC was read as FXIa inh mix 9, CatS inh -17, CatB mixtures 1, C1s block 10, CatB block 6, Cathepsin G inh 8, FXIIa inh mix 14 and AP complement 1.
Cc1nn(S(=O)(=O)N(C)C)c(C)c1CN1C(=O)c2ccccc2C1=O was read as FXIa inh mix 4, CatL block -28, CatS inh 5, CatB mixtures 4, C1s block -17, CatB block 2, Cathepsin G inh -10, FXIIa inh mix 2 and AP complement 2.
For Cn1cc(C(=O)c2ccc(F)cc2)cc1-c1nc2ccccc2n1C the results were FXIa inh mix -20, CatL block -3, CatS inh -33, CatB mixtures -15, C1s block -100, CatB block 1, Cathepsin G inh -8, FXIIa inh mix 1 and AP complement 7.
For CC1CCCC(C)N1C(=O)CSc1nnc(CSc2ncccn2)n1C (centres undefined) the results were FXIa inh mix 4, CatL block 1, CatS inh -5, CatB mixtures 2, C1s block -12, CatB block 2, Cathepsin G inh -6, FXIIa inh mix -3 and AP complement 2.
For COc1ccc(N2CCN(c3oc(-c4ccc(OC)c(OC)c4)nc3C#N)CC2)cc1 the results were FXIa inh mix 3, CatL block 5, CatS inh 0, CatB mixtures 3, C1s block -10, CatB block 2, Cathepsin G inh 6, FXIIa inh mix 9 and AP complement 10.
C=CCOC(=O)C1=C(C)NC(SCC(=O)NC(=O)OCC)=C(C#N)C1c1cccnc1 (centres undefined) was read as FXIa inh mix 8, CatL block 6, CatS inh -3, CatB mixtures 2, C1s block 9, CatB block 1, Cathepsin G inh 8, FXIIa inh mix 0 and AP complement 20.
For Cc1cc(/C=C(/C#N)c2cccc(F)c2)c(C)n1-c1cccnc1 the results were FXIa inh mix -1, CatL block -8, CatS inh 22, CatB mixtures 6, C1s block 3, CatB block 3, Cathepsin G inh 7, FXIIa inh mix 1 and AP complement -7.
O=C(C1CCCN(Cc2cccnc2)C1)N1CCCCC1 (centres undefined) was read as FXIa inh mix 2, CatL block 2, CatS inh 13, CatB mixtures 2, C1s block 2, CatB block 5, Cathepsin G inh 9, FXIIa inh mix -1 and AP complement 1.
`O=C(NCCc1ccc(Cl)cc1)c1nnc(Cc2ccc(Cl)cc2)o1` gave FXIa inh mix 3, CatS inh 2, CatB mixtures 4, C1s block 17, CatB block 6, Cathepsin G inh 9, FXIIa inh mix 1 and AP complement 21.
CCOC(=O)c1ccc(CNC(=O)c2cc3cccc(OC)c3oc2=O)o1 was read as FXIa inh mix 8, CatL block 1, CatS inh 3, CatB mixtures 4, C1s block -12, CatB block 4, Cathepsin G inh 8, FXIIa inh mix -3 and AP complement 10.
`CCOCCCNC(=O)CN1C(=O)C(CC)Oc2ccccc21` (centres undefined) gave FXIa inh mix 7, CatL block 4, CatS inh 5, CatB mixtures 2, C1s block 3, CatB block 4, Cathepsin G inh 0, FXIIa inh mix 10 and AP complement 0.
`Cc1ccccc1C(=O)Nc1ccc2nc3n(c(=O)c2c1)CCC3` gave FXIa inh mix 5, CatL block 25, CatS inh 7, CatB mixtures 1, C1s block 16, CatB block 3, Cathepsin G inh 10, FXIIa inh mix 0 and AP complement 8.
Screening Clc1ccccc1C1CC(c2ccccc2)Nc2ncnn21 (centres undefined) returned FXIa inh mix -6, CatL block -1, CatS inh -6, CatB mixtures -2, C1s block -47, CatB block -1, Cathepsin G inh 3, FXIIa inh mix -18 and AP complement 17.

Part of the list above in order of number of heavy atoms, falling.
C=CCOC(=O)C1=C(C)NC(SCC(=O)NC(=O)OCC)=C(C#N)C1c1cccnc1 (centres undefined) was read as FXIa inh mix 8, CatL block 6, CatS inh -3, CatB mixtures 2, C1s block 9, CatB block 1, Cathepsin G inh 8, FXIIa inh mix 0 and AP complement 20.
For CC1CCCC(C)N1C(=O)CSc1nnc(CSc2ncccn2)n1C (centres undefined) the results were FXIa inh mix 4, CatL block 1, CatS inh -5, CatB mixtures 2, C1s block -12, CatB block 2, Cathepsin G inh -6, FXIIa inh mix -3 and AP complement 2.
For Cn1cc(C(=O)c2ccc(F)cc2)cc1-c1nc2ccccc2n1C the results were FXIa inh mix -20, CatL block -3, CatS inh -33, CatB mixtures -15, C1s block -100, CatB block 1, Cathepsin G inh -8, FXIIa inh mix 1 and AP complement 7.

Later entries:
Screening COc1cccc(C(=O)N(Cc2cc3cc(C)ccc3[nH]c2=O)C(C)C)c1 returned FXIa inh mix 1, CatL block 0, CatS inh 7, CatB mixtures 6, C1s block -7, CatB block 5, Cathepsin G inh 8, FXIIa inh mix 4 and AP complement 0.
COC(=O)c1ccc(C2NC(C(=O)O)CS2)cc1 (centres undefined) was read as FXIa inh mix 4, CatL block 9, CatS inh 10, CatB mixtures -1, C1s block -33, CatB block 2, Cathepsin G inh 4, FXIIa inh mix 12 and AP complement -1.
For O=S(=O)(c1ccc(OCC(O)CN2CCN(c3ccccc3O)CC2)cc1)N1CCOCC1 (centres undefined) the results were FXIa inh mix 13, CatL block 6, CatS inh 8, CatB mixtures 6, C1s block -3, CatB block -2, Cathepsin G inh -1, FXIIa inh mix 7 and AP complement 13.
Screening CC(=O)c1cc(CN2C(=O)CCC2=O)cs1 returned FXIa inh mix 9, CatL block -10, CatS inh -7, CatB mixtures 2, C1s block -13, CatB block 0, Cathepsin G inh 7, FXIIa inh mix 9 and AP complement 20.
Cc1cc(C(=O)Nc2cccc(C(=O)O)c2)oc1C was read as FXIa inh mix 6, CatL block -6, CatS inh -4, CatB mixtures 6, C1s block 14, CatB block 1, Cathepsin G inh 9, FXIIa inh mix -3 and AP complement 9.
`COc1ccccc1C(=O)Nc1cccc(N(C)S(C)(=O)=O)c1` gave FXIa inh mix 2, CatL block -1, CatS inh -3, CatB mixtures 1, C1s block 30, CatB block 2, Cathepsin G inh -6, FXIIa inh mix 0 and AP complement 4.
